phage Ecoli inh: E. coli growth loss with phage present; growth absorbance; inhibition, % at 11.9 µM; 360,000 compounds, 0.26% hits; AID 651602; in the data active = inhibition above about 11%
Wnt act: activates Wnt/beta-catenin signaling in a reporter cell assay. activation, % at 9.35 µM. 300,000 compounds, 1.2% hits. activator, plate reader; in the data active = activation above about 30%, passing the limit was not always enough; inconclusive = no clear call, values can overlap the other calls;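 note: 0% = neutral control wells and 100% = positive control wells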
* hit, by the source's call; ? = inconclusive. A portion of the library; the hit share may differ from the screen's.

canonical_smiles,phage Ecoli inh,Wnt act
O=C(N[C@H](C(=O)N1CCC[C@H]1C(=O)NC1CCCC1)C1CCCCC1)c1ccccc1,0.6,-5
Fc1ccc(CNc2ccn3nc(-c4ccccc4)cc3n2)cc1,0.9,-2
CCc1ccc(NC(=O)CCCOc2cc(=O)n(C)c3ccccc23)cc1,0.9,-3
CN(C)CCN1CCN(C2CN(CCc3ccccc3)S(=O)(=O)C2)CC1 (stereo unspecified),2.4,-1
O=c1[nH][nH]c2c1[C@H](c1ccc(F)cc1)O[C@H](CCC(F)(F)F)C2,1.8,-3
CN(NC(=O)C(=O)NCc1ccco1)C(=O)Nc1ccc(Cl)cc1,7.1,1
O=C(NCc1ccccc1)[C@@H]1CCCN1C(=O)[C@@H](NS(=O)(=O)c1ccc(F)cc1F)c1ccccc1,2.6,-4
O=C(NCCNC(=O)c1ccc(Cl)cc1Cl)c1ccc(Cl)cc1Cl,0.8,-3
COc1cccc(-c2cnc3c(NC(C)=O)cc(-c4cccc(C(=O)NCCN(C)C)c4)cn23)c1,2.8,4
COc1ccc(NC(=O)C2(C)CCN2C(=O)C(C)C)cc1F (stereo unspecified),2.8,-4
CC1(C(=O)NCc2cccs2)Cc2c(-c3ccc(C(N)=O)cc3)ccnc2O1 (stereo unspecified),2.5,-4
O=C(Cn1cc(COc2ccc(Cl)c(Cl)c2)nn1)NS(=O)(=O)c1ccccc1OC(F)(F)F,2.8,9

(list continues)
canonical_smiles,phage Ecoli inh,Wnt act
CCNC(=O)c1cc2c(c(-c3cccc(-c4ccccc4F)c3)n1)[C@@H](CCO)N(C(=O)CC)C2,1.2,-2
N#Cc1ccc(C(C(=O)NC2CCCCC2)n2c(=O)c(-c3ccccc3)nc3ccccc32)cc1 (stereo unspecified),4.0,-6
CCc1nc2ccc(C(=O)NCCOc3ccc(OC)cc3)cn2c1N(CC)Cc1ccc(OC)c(OC)c1,1.1,-5
CN1CCCCC1(C)C(=O)NCc1ccc(C(C)(C)C)cc1 (stereo unspecified),6.7,-2
OC(c1ccc(F)c(F)c1)c1ncc(-c2ccc(Cl)cc2)[nH]1 (stereo unspecified),3.6,-1
O=C(Nc1ccc(F)c(Cl)c1)c1cc(C2CCCCN2C(=O)c2cccs2)on1 (stereo unspecified),-0.5,-2
O=C(C(=O)N1CCC(CNS(=O)(=O)c2ccc(F)cc2)CC1)c1cccs1,3.3,-2
O=C(NCc1cccs1)c1ccc2sc([C@H]3C[C@H](O)[C@@H](CO)O3)nc2c1,1.6,0
COc1cc(-c2cc3nc(NCc4cccs4)ccn3n2)cc(OC)c1OC,1.9,?
CN(C)C(=O)c1cccc(-c2cccc(-c3nc(C(=O)NCc4ccccc4)cc4c3[C@@H](CCO)N(S(=O)C(C)(C)C)C4)c2)c1 (stereo partly specified),3.1,-1
CC(=O)c1cc2cccc(OC3(C)CCN(Cc4ccc(-c5ccccn5)cc4)C3)c2o1 (stereo unspecified),4.2,-1
COC(=O)C1=C(C)N(Cc2ccccc2C(F)(F)F)C(=NCc2cc(OC)c(OC)c(OC)c2)NC1c1cccc(F)c1 (stereo unspecified),1.9,-3

Next section.
canonical_smiles,phage Ecoli inh,Wnt act
CCNC(=O)c1cc2c(c(-c3cccc(-c4cccc(C(=O)N(C)C)c4)c3)n1)[C@@H](CCO)N(S(=O)C(C)(C)C)C2 (stereo partly specified),-0.3,-7
COc1ccc(N)cc1CN1CCN(c2ncc(Cc3ccccc3)cn2)CC1,3.3,-1
COC(=O)C1CCN(C2CN(Cc3cn(Cc4ccc(C(F)(F)F)cc4)nn3)S(=O)(=O)C2)CC1 (stereo unspecified),0.4,-3
COc1ccc(-c2cc(C(=O)NCc3cccc(Cl)c3)[nH]n2)c(C)c1,1.8,-1
COc1cccc(C(NC(C)=O)c2nc(-c3cccnc3)cs2)c1 (stereo unspecified),2.9,-1
CC(C)C[C@H]1CN([C@@H](Cc2ccccc2)CN2CCC[C@H]2CN2C(=O)C(=O)NC[C@@H]2Cc2ccc(O)cc2)C(=O)C(=O)N1CC1CCCCCC1,3.2,10
CC(=O)NC(c1ccco1)c1cc(Cl)c2cccnc2c1O (stereo unspecified),5.8,-1
COc1ccc(-c2nc3c4ccccc4ccn3c2Cc2ccsc2)cc1OC,2.0,-1
CC(C)(C)OC(=O)N1CCC[C@H]1C(=O)N1CCC[C@H]1C(=O)NCc1ccc(F)cc1F,2.3,-2
COc1ccccc1CNC(=O)c1cc(-c2ccc(F)cc2C)n[nH]1,2.1,-1
COc1cc(-c2cc3nc(NCc4ccco4)ccn3n2)cc(OC)c1OC,2.9,4
COc1ccc(C(=O)c2[nH]c(N)c(C(=O)NCCc3c[nH]c4ccccc34)c2-c2ccccc2C(F)(F)F)cc1,-2.2,-2

More structures follow.
canonical_smiles,phage Ecoli inh,Wnt act
CC[C@@H]1Cc2[nH][nH]c(=O)c2[C@@H](c2ccc(F)cc2)O1,3.8,-2
CCCCC(=O)N(C)c1c(CC)nc2c(OCc3ccccc3C)cccn12,2.0,-2
O=c1n2c(c(O)n1C1CCCCC1)C(c1ccccc1)=Nc1ccccc1C2,2.4,-1
CN1CCCCC(NC(=O)CCCl)C1=O (stereo unspecified),3.1,2
CCCNC(=O)C1(C)CCCN(CCC(=O)c2ccccc2)C1 (stereo unspecified),1.6,-2
CCCCCCCCN1C(=O)[C@@H](CC(=O)NCc2ccc(C)o2)C[C@@]2(C(=O)OC)C1=C[C@H](C(C)(C)C)O[C@@H]2C,4.3,-4
Brc1ccc2nc(-c3ccc(CN4CCC5(CC4)CNc4ccccc45)cc3)c(-c3ccccc3)nc2c1,0.3,-1
OC[C@@H]1CN(Cc2ccc3c(c2)OCO3)C[C@H](n2cnc3c(NCc4ccncc4)ncnc32)O1,0.5,-3
CC(C)Nc1ncnc2c1ncn2[C@H]1CN(C2CCCC2)C[C@@H](CO)O1,1.9,0
COc1ccc(-c2nc3ccc(C)cn3c2Cc2ccc(C)cc2)cc1OC,3.0,0
CC1=C(C(=O)N2CCOCC2)CC(CC(=O)NCc2cccs2)C(=O)N1CCCN1CCCC1=O (stereo unspecified),0.9,-1
Cc1ccc(S(=O)(=O)N2C[C@H]3C(=O)C[C@@H](c4ccccc4)N(S(=O)(=O)c4ccccc4C)[C@H]3C[C@H]2c2ccccc2)cc1,0.4,-2

New compounds follow.
canonical_smiles,phage Ecoli inh,Wnt act
COCCNC(=O)c1ccc(-c2cn[nH]c2)c2ccoc12,2.3,0
C=C1C(=O)[C@]23C[C@H]1CCC2[C@@]1(C)C(C[C@@H]3O)[C@](C)(C(=O)OC)CC[C@@H]1OC(C)=O (stereo partly specified),1.8,-3
O=C(NCc1cccc(F)c1)Nc1nnc([C@H]2C[C@H](O)[C@@H](CO)O2)s1,2.5,-2
Nc1ncnc2c1ncn2[C@@H]1O[C@H](C(=O)N2CCN(c3nc4ccccc4o3)CC2)[C@@H](O)[C@H]1O,-0.7,-6
CCOC(=O)[C@]12CCC=C1N(Cc1cccc3ccccc13)C(=O)[C@H](CC(=O)NCCCN1CCCC1=O)C2,2.3,-1
COc1ccccc1CNc1nc(NCCOc2ccccc2)c2sccc2n1,1.1,-3
CC1(C(=O)NCc2cccs2)Cc2c(-c3ccc4c(c3)OCO4)ccnc2O1 (stereo unspecified),3.5,-3
Nc1[nH]c(C(=O)c2ccccc2)c(-c2ccccc2)c1C(=O)NCCc1c[nH]c2ccccc12,1.6,0
O=C(OCc1ccccc1)N1CCC2CC1c1cc(N3CCN(S(=O)(=O)c4cccc5ccccc45)CC3)ccc12 (stereo unspecified),0.2,-2
CC(C)NC(=O)C1(C)CN(S(C)(=O)=O)CC(=O)N1Cc1ccco1 (stereo unspecified),4.8,3
CC(=O)Nc1ccc(S(=O)(=O)NCc2ccc(C(=O)NCCN(C)Cc3ccccc3)cc2)cc1,1.9,-4
O=[N+]([O-])c1ccc(SN2CCCCC2)c([N+](=O)[O-])c1,2.6,0

A different layout for part of the listing above.
phage Ecoli inh | Wnt act | SMILES
2.3 | 0 | COCCNC(=O)c1ccc(-c2cn[nH]c2)c2ccoc12
1.8 | -3 | C=C1C(=O)[C@]23C[C@H]1CCC2[C@@]1(C)C(C[C@@H]3O)[C@](C)(C(=O)OC)CC[C@@H]1OC(C)=O (stereo partly specified)
2.5 | -2 | O=C(NCc1cccc(F)c1)Nc1nnc([C@H]2C[C@H](O)[C@@H](CO)O2)s1
-0.7 | -6 | Nc1ncnc2c1ncn2[C@@H]1O[C@H](C(=O)N2CCN(c3nc4ccccc4o3)CC2)[C@@H](O)[C@H]1O
2.3 | -1 | CCOC(=O)[C@]12CCC=C1N(Cc1cccc3ccccc13)C(=O)[C@H](CC(=O)NCCCN1CCCC1=O)C2
1.1 | -3 | COc1ccccc1CNc1nc(NCCOc2ccccc2)c2sccc2n1
3.5 | -3 | CC1(C(=O)NCc2cccs2)Cc2c(-c3ccc4c(c3)OCO4)ccnc2O1 (stereo unspecified)
1.6 | 0 | Nc1[nH]c(C(=O)c2ccccc2)c(-c2ccccc2)c1C(=O)NCCc1c[nH]c2ccccc12
0.2 | -2 | O=C(OCc1ccccc1)N1CCC2CC1c1cc(N3CCN(S(=O)(=O)c4cccc5ccccc45)CC3)ccc12 (stereo unspecified)
4.8 | 3 | CC(C)NC(=O)C1(C)CN(S(C)(=O)=O)CC(=O)N1Cc1ccco1 (stereo unspecified)
1.9 | -4 | CC(=O)Nc1ccc(S(=O)(=O)NCc2ccc(C(=O)NCCN(C)Cc3ccccc3)cc2)cc1

Remaining list, next part
canonical_smiles,phage Ecoli inh,Wnt act
COCCNC(=O)C1(C)CCCN(C(=O)CCc2ccccc2)C1 (stereo unspecified),-0.5,1
CCNC(=O)C1(C)CCN(C(=O)c2cccc(OC(F)(F)F)c2)C1 (stereo unspecified),1.3,-1
Cc1cc(-c2cc(NC(=O)Cc3c[nH]c4ccccc34)ccc2N(C)c2cccnc2)ccc1F,0.5,-6
COC(=O)c1cc2c(c3c4cc(F)ccc4n(S(=O)(=O)c4ccc(C)cc4)c13)C(=O)N(C)C2,1.5,0
CCc1c(-c2cccc(Br)c2)ncn1CCc1ccccc1OC,2.6,1
COc1ccc(S(=O)(=O)NC(=O)C2(C)CCN2C(=O)Cc2cc(F)ccc2F)cc1 (stereo unspecified),3.4,-1
CCOC(=O)C1=CC[C@@H](c2cccc(Br)c2)N(S(=O)(=O)c2ccc(F)cc2)[C@H]1c1cccc(Cl)c1,1.5,-4
Cc1ccccc1CN1C(=O)CN(S(C)(=O)=O)CC1(C)C(=O)Nc1c(C)cccc1C (stereo unspecified),0.3,-1
CCOC(=O)C1=CCN(S(=O)(=O)c2ccccc2F)C1c1cccc(F)c1 (stereo unspecified),0.1,-1
CCN=C1NC(CCc2ccccc2)C(C(=O)OC)=C(C)N1Cc1ccccc1C(F)(F)F (stereo unspecified),1.9,0
NC(=O)c1ncn([C@@H]2O[C@H](C(=O)Nc3ccc(C(=O)N4CCCCC4)cc3)[C@@H](O)[C@H]2O)n1,2.2,1
O=C(NCc1ccccc1)[C@H]1CCCN1C(=O)[C@H]1CCCN1C(=O)C1CCCCC1,3.0,-2

The list continues:
canonical_smiles,phage Ecoli inh,Wnt act
O=C(CC1CCCC1)N[C@H](C(=O)N1CCC[C@H]1C(=O)NC1CCCC1)C1CCCCC1,1.2,-3
FC(F)C(F)(F)Oc1cccc(Nc2nccn3c(-c4cc(C(F)(F)F)cc(C(F)(F)F)c4)cnc23)c1,-0.3,-1
CC(O)(c1ccc(F)c(F)c1)c1nc(-c2cccc(C(=O)O)c2)cs1 (stereo unspecified),0.4,-18
CSc1ccc(CN2CCC2(C)C(=O)Nc2ccc(C)c(O)c2)cc1 (stereo unspecified),0.5,-1
COC(=O)C[C@@H]1C=C[C@@H](NS(=O)(=O)c2ccc(OC)cc2)[C@@H](CO)O1,3.3,-2
COc1ccc(Cc2c(-c3ccco3)nc3ccc(Cl)cn23)c(C)c1,3.0,-2
COCCN1C(=O)CCC1(C)C(=O)Nc1c(C)cccc1C (stereo unspecified),0.9,-2
C[C@H](CO)N1C[C@H](C)[C@H](CN(C)S(=O)(=O)c2cccs2)Oc2ncc(Br)cc2C1=O,4.1,-1
C[C@H](NC(=O)C[C@@H]1CC[C@H]2[C@@H](COC[C@H](O)CN2Cc2ccc(C(F)(F)F)cc2)O1)c1ccccc1,1.5,-2
O=C(NCc1ccc(Cl)nc1)c1ccc2sc([C@@H]3O[C@H](CO)[C@H](O)[C@H](O)[C@H]3O)nc2c1,1.4,-2
CCc1nc2c(OCC(=O)C(C)(C)C)cccn2c1N(C)C(=O)c1cccs1,2.8,-2
CCCCc1c(-c2ccccc2Br)ncn1CCc1ccccc1OC,0.4,-1

Next section
canonical_smiles,phage Ecoli inh,Wnt act
CC1(C(=O)Nc2ccc3c(c2)OCCO3)CCN1C(=O)C/C=C/c1ccccc1 (stereo unspecified),0.0,1
O=c1ncccn1C1OC(CO)C(O)C1O (stereo unspecified),96*,7
O=C(NCc1ccc(F)cc1)c1cc(C2CCCN(C(=O)c3cccs3)C2)on1 (stereo unspecified),1.9,-2
O=C(NCC[C@@H]1CC[C@@H](NS(=O)(=O)c2ccccc2)[C@@H](CO)O1)c1cc(Cl)cc(Cl)c1,2.9,-3
COc1ccc(S(=O)(=O)N(C)C[C@@H]2OCc3cn(nn3)CCCC(=O)N([C@H](C)CO)C[C@H]2C)cc1,0.8,-2
CN(C)c1ccc(CNC(=O)C2(C)Cc3c(-c4ccc5c(c4)OCO5)ccnc3O2)cc1 (stereo unspecified),2.4,1
Cc1ccc(CN2C(=O)C(C)Sc3ccc(C#N)cc32)cc1 (stereo unspecified),1.8,17
COC(=O)c1ccc(Cn2c(C)c(C(=O)Nc3cccc(Oc4ccccc4)c3)sc2=O)o1,2.7,-3
CC(C)NC(=O)C1(C)CCCN1C(=O)c1cc(C#N)cs1 (stereo unspecified),6.1,2
O=C1NC[C@H](CCCCN2C[C@H](Cc3ccc(O)cc3)N(CCc3ccccc3)C(=O)C2=O)N(Cc2ccccc2)C1=O,2.9,-3
N#Cc1cccnc1N1CCN(C(c2ccnc3ccccc23)c2nnnn2-c2ccc3c(c2)OCCO3)CC1 (stereo unspecified),0.7,-1

From PubChem
